Screening data deposited in PubChem by The Scripps Research Institute Molecular Screening Center.
PAFAH1B3 inh: PAFAH1B3 (human) inhibition | AID 492972 | Q15102 | recombinant PAFAH1B3, FP-rhodamine probe, fluorescence polarization | inhibition, % at 3.39 µM | 340,000 compounds, 0.28% hits;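 active = inhibition above the screen-wide average of all tested compounds plus 3 SD, cut at about 25% in these data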;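 note: 0% = enzyme with DMSO only and 100% = wells lacking PAFAH1B3 protein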
PAFAH1B2 inh: inhibitors of human PAFAH1B2; P68402; recombinant PAFAH1B2, FP-rhodamine activity probe, fluorescence polarization; inhibition, % at 3.39 µM; 340,000 compounds, 1.2% hits;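 active = inhibition above the mean of all tested compounds plus 3 SD, cut at about 24% in these data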;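 note: 0% = enzyme with DMSO and 100% = wells lacking PAFAH1B2; many of its hits are not listed in these tables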
Target sequence (P68402 whole entry, looked up): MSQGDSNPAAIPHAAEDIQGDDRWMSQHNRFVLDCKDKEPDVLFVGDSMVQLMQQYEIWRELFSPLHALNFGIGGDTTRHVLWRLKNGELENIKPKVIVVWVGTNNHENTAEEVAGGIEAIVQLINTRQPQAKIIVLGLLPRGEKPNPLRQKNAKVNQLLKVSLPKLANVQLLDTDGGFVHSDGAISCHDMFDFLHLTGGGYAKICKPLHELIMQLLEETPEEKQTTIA
pPAFAH inh: pPAFAH (human) enzyme inhibition. inhibition, % at 3.39 µM. 330,000 compounds, 1.5% hits. Q13093. recombinant pPAFAH, FP-rhodamine probe fluorescence polarization;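 active = inhibition above the mean inhibition across the screen plus 3 SD, cut at about 25% in these data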;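 note: inhibitors block binding of the rhodamine activity-based probe so polarization drops; 0% = enzyme with DMSO and 100% = wells lacking pPAFAH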
GSTO1 counter: counter-screen for RBBP9 inhibitors: inhibitors of human GSTO1 | P78417 | recombinant GSTO1, activity-based probe fluorescence polarization | inhibition, % at 5.96 µM | 300,000 compounds, 1.1% hits | AID 1974;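 active = inhibition above the campaign mean inhibition plus 3 SD, cut at about 35% in these data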;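 note: 0% = GSTO1-1 with DMSO and 100% = wells lacking GSTO1-1 enzyme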
PME-1 inh: blocks human protein phosphatase methylesterase 1; inhibition, % at 5.9 µM; AID 2130; recombinant PME-1, FP-Rh probe fluorescence polarization; 320,000 compounds, 0.53% hits; Q9Y570;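 active = inhibition above the campaign mean of all compounds plus 3 SD, cut at about 26% in these data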;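 note: competitive labeling of PME-1 active site by serine hydrolase directed probe; 0% = PME-1 with DMSO and 100% = wells lacking PME-1 enzyme; inhibitors block probe labeling so polarization falls and inhibition rises; many of its hits are not listed in these tables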
Fam108B counter: Fam108B inhibition, counter-screen for RBBP9 inhibitors; recombinant Fam108B, FP-Rh probe fluorescence polarization; inhibition, % at 9.51 µM; 300,000 compounds, 0.33% hits; AID 1947;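 active = inhibition above the screen mean inhibition plus 3 SD, computed separately per campaign, cut at about 18% in these data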;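 note: inhibitors lower polarization as less probe binds the enzyme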
LYPLA1 counter: LYPLA1 (human) inhibition in PME1 counter-screen; recombinant LYPLA1, FP-Rh probe fluorescence polarization; 320,000 compounds, 0.16% hits; inhibition, % at 5.9 µM; O75608;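 active = inhibition above the mean of all tested compounds plus 3 SD, set per campaign, cut at about 14% in these data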;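 note: inhibitors block serine hydrolase probe labeling of LYPLA1 so polarization falls; 0% = enzyme with DMSO and 100% = wells lacking LYPLA1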
PAD4 inh: blocks human protein arginine deiminase 4; Q9UM07; recombinant PAD4, RCA probe fluorescence polarization; inhibition, % at 6.36 µM; 330,000 compounds, 0.41% hits;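 active = percent inhibition above a cutoff equal to the mean of all tested compounds plus 3 SD, cut at about 15% in these data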;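 note: 0% = PAD4 with RCA probe and DMSO and 100% = probe without PAD4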
Target sequence (Q9UM07 whole entry, looked up): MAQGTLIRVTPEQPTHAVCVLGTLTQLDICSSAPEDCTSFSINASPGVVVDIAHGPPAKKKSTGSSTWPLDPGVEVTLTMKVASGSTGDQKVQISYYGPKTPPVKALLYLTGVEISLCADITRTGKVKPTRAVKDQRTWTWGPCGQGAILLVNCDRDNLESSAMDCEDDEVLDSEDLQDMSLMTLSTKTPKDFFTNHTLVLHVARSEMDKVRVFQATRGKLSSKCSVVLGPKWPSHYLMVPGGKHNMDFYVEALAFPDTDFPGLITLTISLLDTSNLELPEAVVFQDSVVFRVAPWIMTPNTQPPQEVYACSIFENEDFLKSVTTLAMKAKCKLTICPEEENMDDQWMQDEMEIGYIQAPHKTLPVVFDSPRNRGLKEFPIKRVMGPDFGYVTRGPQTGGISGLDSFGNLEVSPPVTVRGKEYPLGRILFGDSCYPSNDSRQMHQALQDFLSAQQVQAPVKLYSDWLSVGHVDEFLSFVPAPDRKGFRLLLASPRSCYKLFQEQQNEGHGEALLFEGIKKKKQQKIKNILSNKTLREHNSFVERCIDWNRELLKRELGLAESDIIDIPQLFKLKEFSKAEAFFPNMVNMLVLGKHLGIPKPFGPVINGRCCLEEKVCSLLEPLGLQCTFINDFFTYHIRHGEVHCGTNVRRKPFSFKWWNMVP
PAFAH2 inh: PAFAH2 (human) inhibition; Q99487; 340,000 compounds, 0.99% hits; AID 492956; recombinant PAFAH2, FP-rhodamine activity probe, fluorescence polarization; inhibition, % at 3.39 µM;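 active = inhibition above the mean over all tested compounds plus 3 SD, cut at about 30% in these data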;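 note: inhibitors block probe labeling of enzyme so polarization drops; 0% = enzyme with DMSO and 100% = wells lacking PAFAH2 protein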
Starred values were filed as active, the others as inactive; . = not tested or not shown.

SMILES	PAFAH1B3 inh	PAFAH1B2 inh	pPAFAH inh	GSTO1 counter	PME-1 inh	Fam108B counter	LYPLA1 counter	PAD4 inh	PAFAH2 inh
CCc1ccccc1NC(=O)CC1SCCNC1=O (centres undefined)	-4	1	-1	-2	-2	-3	-1	-1	1
CC(NC(=O)CCC1COc2ccccc2O1)c1ccccc1 (centres undefined)	8	6	-1	3	-3	1	-1	-3	-2
Cc1ccc(C(=O)/C=C/Nc2ccc(S(=O)(=O)Nc3cc(C)nc(C)n3)cc2)cc1	10	-4	0	-1	-9	-1	0	-2	5
Cc1nnc(NC(=O)c2ccc3c(c2)C(=O)N(CC2CCCO2)C3=O)s1 (centres undefined)	0	-2	6	3	-6	0	1	1	-2
Cc1ccc(C(C)CCN2CCC(n3nccc3NC(=O)c3ccccc3)CC2)o1 (centres undefined)	8	3	4	3	3	2	3	-1	4
CCn1c(=O)c(C(=O)NNC(=O)c2cccc(Cl)c2)c(O)c2ccccc21	13	-1	6	-4	-6	-2	-3	0	-3
CCn1c(C)nc2cc(C(=O)OC(C(F)(F)C(F)F)C(F)(F)C(F)F)ccc21	7	14	24	6	0	0	0	1	90*
C#CCOCCOCCOCCNc1nc(N2CCN(C(=O)[C@H](CCC(=O)O)n3cc(C(N)[C@H](C)CC)nn3)CC2)nc(N2CCN(C(=O)[C@H](CCC(=O)O)n3cc(C(N)[C@H](C)CC)nn3)CC2)n1 (some centres undefined)	13	1	0	10	3	1	1	2	-7
CCN1C(=O)c2cccc3c(S(=O)(=O)Nc4ccccc4O)ccc1c23	12	2	10	5	8	3	0	-1	3
O=C(NCc1cccc(Cl)c1)c1ccc(CS(=O)Cc2ccccc2Cl)o1 (centres undefined)	5	5	2	-1	6	1	-2	1	-5
O=C(CCCOc1ccccc1)Nc1ccc(Cl)cn1	6	5	1	-4	2	3	-1	-2	3
O=C(Nc1ccccc1Cl)c1c(F)c(F)c(F)c(F)c1F	-14	3	-4	-4	0	5	2	-1	10
CCOc1cc(CNCCc2ccc(S(N)(=O)=O)cc2)ccc1OCc1ccc(Cl)cc1	3	28*	0	1	2	1	-5	-7	1
COc1ccc(OCc2nc3c4cc(OC)c(OC)cc4nc(=S)n3[nH]2)cc1	5	-11	16	15	3	-2	-2	7	7
COc1ccccc1CNC(=O)Cn1nnc(-c2ccncc2)n1	1	-1	9	-5	-4	1	1	3	6
COCCNC(=O)C(c1ccc(O)cc1)N(Cc1ccccc1)C(=O)CCC(=O)Nc1nccs1 (centres undefined)	4	-1	4	5	0	-2	-2	4	-6
COc1c([N+](=O)[O-])c(=O)n(-c2ccccc2)c2ccccc12	7	-2	-4	5	-3	8	-1	3	6
O=C(/C=C/NNC(=O)c1ccc(Cl)cc1)c1ccccc1	13	3	-2	11	2	4	-2	2	6
CC(=O)NC1CSCC1OC(C)=O (centres undefined)	6	-2	1	2	1	3	-1	-2	-6
CC(/C=C/c1ccccc1)=N/NC(=O)c1cnccn1	9	2	2	9	-2	2	4	-2	-5
CC(C)CNC(=S)NNC(=O)c1csc2c1CCCC2	7	2	0	3	-5	1	0	2	-1
CCOC(=O)c1c(C)oc2c1c(C(c1ccccc1)N1CCOCC1)c(O)c1ccccc12 (centres undefined)	8	4	13	-1	5	3	-2	-6	0
Cc1cccc(C)c1OCC(=O)OCC(=O)Nc1ccc(Cl)cn1	-1	2	19	.	7	.	1	-1	-2
CC1CCCN(C(=O)CNC(=O)c2cccs2)C1 (centres undefined)	6	4	0	.	-1	.	0	-2	7
CC(=O)OC(C)C[N+](C)(C)C (centres undefined)	5	4	6	2	3	2	-2	4	4
COCCC(=O)N1CCCC(N2CCN(c3ccc(F)cc3)CC2)C1 (centres undefined)	1	-2	3	5	-3	3	0	-3	2
COc1ccc(NC(=O)CN(C)C(=O)CC2CCCCC2)cc1	10	0	2	2	1	-4	-1	-5	5
c1ccc(-c2nnc(OCc3cccnc3)c3ccccc23)cc1	7	6	11	1	2	2	-2	-2	4
CC(C)[C@H](NC(=O)CCn1nnc2ccccc2c1=O)C(=O)O	2	2	-5	1	1	-1	2	0	-8
Cc1c(Cc2ccccc2)sc(NC(=O)c2ccco2)c1C(N)=O	2	3	-1	-2	0	0	3	-2	4
NC(=O)c1c(NC(=O)c2ccc(S(=O)(=O)N3CCOCC3)cc2)sc2c1CCCCC2	10	1	-3	4	-5	-8	5	0	-4
Cc1ccc(-c2nnc(N3CCN(C(=O)COc4ccccc4)CC3)c3ccccc23)cc1	-3	0	12	-6	10	0	8	-4	-2
O=C1N=C(N2CCOCC2)S/C1=C1\C(=O)N(Cc2ccccc2)c2ccccc21	5	0	-7	8	-5	-6	-4	1	4
CN(C)CCCNC(=O)C[C@H]1C[C@H](C(=O)N2CCCCC2)[C@@]2(C)c3[nH]c4ccc(Cl)cc4c3CCN2C1=O	5	1	2	.	.	.	.	0	-2
CSc1nc2ccccc2n1C(=O)Oc1ccccc1	2	1	1	-2	-2	5	-1	-4	2
CC(C)CCNC(=O)CSc1nc2ccsc2c(=O)n1NC(=O)c1ccccc1	7	17	6	3	4	2	0	-5	-4
COc1cc(/C=N/NC(=O)C(=O)NCc2cccnc2)ccc1O	-1	-3	7	-8	-1	-6	-4	-8	-1
Cc1cc(C)c(S(=O)(=O)N2CCN(C(=O)N3CCOCC3)CC2)c(C)c1	6	7	-1	6	2	3	2	0	28
Cc1cccc(Cn2c(NCCO)nc3c2c(=O)n(C)c(=O)n3C)c1	-1	-5	-1	1	1	-1	-1	1	-2
O=C(NNC(=O)C1CC2CCC1C2)c1ccccc1 (centres undefined)	6	3	-1	-2	-5	2	-4	0	5
Cc1cccc(C(=O)Nc2cc(S(=O)(=O)N3CCOCC3)ccc2N2CCCCC2)c1	-7	-2	1	.	-3	.	1	2	4
CC(=O)Nc1ccc(NC(=O)C(=O)NCC(c2ccco2)N2CCc3ccccc3C2)cc1 (centres undefined)	-5	-1	4	-1	-3	0	0	-1	-8
Cc1cc(N2CCOCC2)n2cc(-c3ccc(F)cc3)nc2n1	7	1	6	5	-1	1	1	-2	5
CS(=O)(=O)c1ccc2nc(NC(=O)CCN3C(=O)c4ccccc4C3=O)sc2c1	0	9	5	-4	1	1	0	-1	3
CC(=O)c1ccc(NC(=O)c2ccccc2Sc2ncnc3sc(C)c(C)c23)cc1	1	-1	-1	-1	3	3	-1	0	-4
CS(=O)(=O)NNC(=O)c1cc2cc3ccccc3nc2s1	1	2	5	-2	-7	-3	-1	-5	2
O=C(NCCN1CCOCC1)c1cccc(S(=O)(=O)N2CCCCCC2)c1	7	8	6	4	1	-4	0	-1	-5
O=C(CCn1nc(-c2ccccc2)ccc1=O)N1CCN(c2ccccc2)CC1	1	8	1	-1	-1	1	-3	-7	-3
CCOc1ccc(-c2cnc3ccccc3n2)cc1	-5	0	-1	0	-5	-1	0	-5	0
COc1ccc(C2/C(=C(/O)c3ccccc3)C(=O)C(=O)N2c2ccccn2)cc1OC (centres undefined)	-6	5	4	-10	-2	1	-2	-1	9
CCOC(=O)N1CCN(C(c2cccnc2)c2ccc3cccnc3c2O)CC1 (centres undefined)	8	5	11	-34	9	-4	2	-4	2
COC(=O)CC(c1ccc(C(C)C)cc1)n1cccc1 (centres undefined)	3	-2	3	2	-1	2	-2	-4	-1
C=CCN1C(=O)CC(C(=O)NC)SC1=Nc1ccc(C(=O)OCC)cc1 (centres undefined)	8	3	4	0	-7	-1	0	-5	-3
COc1cc(OC)c2c(c1O)OC(c1ccccc1)CC2=O (centres undefined)	3	3	20	24	5	2	-2	4	0
CN(C)C1=NCCN1CC1CCCC1	11	-5	4	-1	3	3	0	-2	4
COc1ccc(Br)cc1CNC(=O)C1CCCN(S(C)(=O)=O)C1 (centres undefined)	0	0	-2	4	2	0	-3	-4	-5
CC(=Nc1ccc(C)c(C)c1)C1=C(O)CCC1=O	-7	3	-3	-8	-7	-5	-2	-5	6
COc1ccccc1NC(=O)OCC#CCOC(=O)Nc1ccccc1OC	14	-3	6	-3	1	2	-6	-7	-4
N#Cc1ccc(C(=O)NC2CCCc3ccccc32)cc1 (centres undefined)	3	4	0	2	-3	-5	-2	-4	-4
COc1cccc(Oc2ccc(C(F)(F)F)cc2NC(=O)CN2C(=O)NC3(CCCC3)C2=O)c1	5	-1	-2	.	.	.	.	-2	-6

Looked up above:
PAFAH1B3 inh result of `Cc1cccc(C)c1OCC(=O)OCC(=O)Nc1ccc(Cl)cn1` is entered as -1
PAD4 inh result of `Cc1ccc(C(=O)/C=C/Nc2ccc(S(=O)(=O)Nc3cc(C)nc(C)n3)cc2)cc1` is entered as -2

Other structures.
SMILES	PAFAH1B3 inh	PAFAH1B2 inh	pPAFAH inh	GSTO1 counter	PME-1 inh	Fam108B counter	LYPLA1 counter	PAD4 inh	PAFAH2 inh
COc1ccc(NC(=O)CNC(=O)Cn2cnc3sc(C)c(C)c3c2=O)cc1OC	9	5	6	1	-4	3	0	-1	-4
CN(Cc1ccccc1)C(=O)CN1C(=O)NC2(CCCCCCC2)C1=O	-2	7	2	.	4	.	-2	0	10
CN1C(=O)Cc2cc(S(=O)(=O)N3CCN(c4cccc(Cl)c4)CC3)ccc21	6	2	-3	-5	-10	-7	-3	-2	0
O=S(=O)(NCC1(N2CCOCC2)CCCCC1)c1ccccc1Cl	6	9	-5	-3	-2	0	1	4	0
O=C(CCc1ccccc1)Nc1ccc(N2CCCCC2)cc1	7	9	2	2	-2	3	2	-3	0
COC(=O)[C@H]1C[C@@H]1[C@H](NC(=O)[C@H]1C[C@@H]1[C@H](NC(=O)OCc1ccccc1)c1ccccc1)c1ccccc1	6	-5	1	-2	-5	-1	-5	-1	-8
CCCOc1cccc(C(=O)N(Cc2ccccc2)C2CCS(=O)(=O)C2)c1 (centres undefined)	6	2	0	-3	5	-1	-2	2	2
COc1ccc(OC)c(/C=C/C(=O)Oc2ccc(C(C)=O)cc2)c1	2	0	6	0	6	-2	4	5	18
O=C(Nc1ncccc1O)c1ccc(S(=O)(=O)N2CCCC2)cc1	1	3	8	3	3	-1	1	-4	12
COc1ccc(C(=O)NN2CC(O)=C(c3nc4ccccc4n3C)C2=N)cc1OC	0	-1	5	2	-4	-2	2	-1	-3
CCc1ccccc1NC(=O)C/C(C)=N/NC(=O)COc1ccccc1C	5	7	3	6	-1	3	2	3	2
COc1ccc([N+](=O)[O-])cc1NC(=O)COC(=O)c1ccccc1C(=O)c1ccccc1	1	4	6	1	8	-2	0	-5	14
COc1ccc(NC(=O)CSc2nnc(CNC(=O)c3ccco3)n2-c2ccccc2OC)cc1	-4	-3	-2	0	-4	3	0	1	-3
O=C(O)Cc1ccc(NC(=O)Nc2cccc(Cl)c2)cc1	2	4	3	-10	-6	-3	4	0	2
Cn1ncc2c(=O)n(/N=C/c3ccccc3)cnc21	12	2	0	6	-5	-3	-3	-3	-5
O=C(OCc1nnc(-c2ccccc2)o1)c1cc2ccccc2cc1O	0	-1	-10	1	4	0	-5	-7	10
COc1ccccc1Cn1c(=O)c2ccccc2n2c(SCC(=O)N3CCCCC3)nnc12	5	2	-3	-8	0	-5	-1	-6	-3
CCOC(=O)C1CCCN(C(=O)CSc2nnc3nc(C)cc(C)n23)C1 (centres undefined)	-4	4	2	.	.	.	.	-7	2
Cc1cccc(NC(=S)N2CCC(N(C)CC3CCCO3)CC2)c1 (centres undefined)	3	2	0	7	3	0	5	0	-7

This is a subset; the hit share may differ from the screen's.
